All columns: NCI-60 one-dose screen, growth in % after 48 h at 10 µM unless noted; 100 = growth as untreated, 0 = no growth, -100 = all killed.
NCI-H460: NCI-H460 lung cancer; 6.8% of 82,000 active
NCI/ADR-RES: NCI/ADR-RES ovarian cells; 4.4% of 81,000 active; AID 1794790
NCI-H226: NCI-H226 lung cancer | 3.5% of 79,000 active | AID 1794732
OVCAR-4: OVCAR-4 ovarian cancer cells; 3.7% of 80,000 active; AID 1794784
NCI-H322M: NCI-H322M lung cancer. 2.7% of 80,000 active. AID 1794733
NCI-H23: NCI-H23 lung cancer; 4% of 80,000 active
SK-OV-3: SK-OV-3 ovarian cancer cells | 3.2% of 80,000 active
IGROV1: IGROV1 ovarian cancer. AID 1794786. 4.7% of 79,000 active
NCI-H522: NCI-H522 lung cancer | 8% of 78,000 active | AID 1794739
* = called active by the depositor; x = not tested or not shown; & = joins results of further samples. How the source made its calls: active means growth percent below 10; inactive means the rest. Rows are unselected; 11% or so of the library scored in one or more.

Every second line gives: NCI-H460	NCI/ADR-RES	NCI-H226	OVCAR-4	NCI-H322M	NCI-H23	SK-OV-3	IGROV1	NCI-H522
CS(=O)(=O)c1ccc(-n2nc(C(=O)OCc3ccc(Br)cc3)cc2-c2ccc(Cl)cc2)cc1
 : 105	85	95	91	98	93	101	103	87
O=C1CCSc2c1ccc1ccccc21
 : 110	115	93	107	118	114	95	121	115
CCCCNC(=O)c1c(C)[nH]c(/C=C/C(=O)c2ccc(C(F)(F)F)c(F)c2)c1C
 : 96	89	94	96	96	94	95	93	93
COc1ccc2nc(OC)c(-c3nc4c(cnn4-c4ccccc4)c(=O)[nH]3)cc2c1
 : 90	93	102	98	105	97	112	107	94
O=C1Cc2cc(CCn3ccnc3)c(Cl)cc2N1
 : 85	46	89	97	90	27	79	87	45
OCC(O)COc1ccc(Cl)cc1 (stereo unspecified)
 : 113	112	96	103	114	101	114	101	99
NS(=O)(=O)c1cccc(Nc2nc(SCC(=O)c3ccc(Br)cc3)nc3c2CCCC3)c1
 : 56	96	94	51	106	54	106	88	97
NC(=O)C1(Nc2ccccc2Cl)CCCC1
 : 120&113	112&94	116&94	114&107	117&126	113&100	99&101	131&117	102&126
CCCCCC(=O)Oc1ccc(/C(=C(\C)c2ccccc2)c2ccc(OCCN(CC)CC)cc2)cc1
 : 52	74	93	84	81	80	75	76	62
CSc1nc(N)c2[nH]cnc2n1
 : 105	110	100	113	98	104	107	113	99

Brought forward from above: five entries; new compounds follow.
Every second line gives: NCI-H460	NCI/ADR-RES	NCI-H226	OVCAR-4	NCI-H322M	NCI-H23	SK-OV-3	IGROV1	NCI-H522
OCC(O)COc1ccc(Cl)cc1 (stereo unspecified)
 : 113	112	96	103	114	101	114	101	99
NS(=O)(=O)c1cccc(Nc2nc(SCC(=O)c3ccc(Br)cc3)nc3c2CCCC3)c1
 : 56	96	94	51	106	54	106	88	97
NC(=O)C1(Nc2ccccc2Cl)CCCC1
 : 120&113	112&94	116&94	114&107	117&126	113&100	99&101	131&117	102&126
CCCCCC(=O)Oc1ccc(/C(=C(\C)c2ccccc2)c2ccc(OCCN(CC)CC)cc2)cc1
 : 52	74	93	84	81	80	75	76	62
CSc1nc(N)c2[nH]cnc2n1
 : 105	110	100	113	98	104	107	113	99
COc1ccc2cc(C(C)C(=O)Nc3ccc(S(=O)(=O)N=C(N)N)cc3)ccc2c1 (stereo unspecified)
 : 118	104	105	108	124	101	106	124	67
Clc1ccc2nc(C(Cl)(Cl)Cl)[nH]c2c1
 : 115	100	115	x	111	100	99	92	101
CCOc1ccc2ccccc2c1C(Cc1ccccc1)NC (stereo unspecified)
 : 103	86	93	97	92	95	89	81	68
Fc1ccc(NC(c2ccc(OC(F)F)c(OC3CC3)c2)c2nnnn2C2CCCCC2)cc1 (stereo unspecified)
 : 74	68	72	47	78	76	73	70	56
Cc1ccnc(NC(c2cccc(OCc3ccccc3)c2)c2ccc3cccnc3c2O)c1 (stereo unspecified)
 : 99	95	x	79	100	106	107	100	108
COC(=O)C(N)Cc1cnc[nH]1 (stereo unspecified)
 : 100	89	94	116	89	105	122	99	74
O=C1/C(=C\c2ccc3ccccc3c2)Sc2ccc(Cl)cc21
 : 100	97	83	88	96	90	103	84	88
S=C(S)OCCSc1nnc(SCCOC(=S)S)s1
 : 96	100	95	112	100	98	104	103	98
O=C(C=P(c1ccccc1)(c1ccccc1)c1ccccc1)CCl
 : -12*	-27*	-71*	-37*	10	-23*	25	-70*	-78*
CCOC(=O)C1=C(N)Oc2c(ccc3ccccc23)C1c1ccccc1 (stereo unspecified)
 : 96	95	64	96	95	88	84	59	77
Cc1nc(O)c(C)c(=O)[nH]1
 : 108	102	100	103	94	101	102	102	72
C=CCC(O)c1ccc2c(c1)OCO2 (stereo unspecified)
 : 107	112	102	109	98	98	113	102	95
CSc1nc(N)c(CNc2ccccc2)c(=O)n1C
 : 103	88	79	95	x	95	98	80	77
O=C(O)C(Cc1ccccc1)N1C(=O)C=CC1=O (stereo unspecified)
 : 103	111	104	102	98	106	103	106	96
COc1ccc(C2CC(n3ccnc3)c3cc(OC)c(OC)c(OC)c32)cc1O (stereo unspecified)
 : 79	94	97	100	102	91	86	82	50
O=C(O)c1cc(N=C2C=CC(=C(c3ccccc3)c3ccc(Nc4ccc(Cl)c(C(=O)O)c4)cc3)C=C2)ccc1Cl
 : 109	116	103	90	117	105	102	99	92
O=C(O)c1ccc(-n2cc(CNc3ccc(CCO)cc3)c(-c3ccccc3)n2)cc1
 : 112	106	105	108	107	103	108	111	110
COc1ccc(Nc2nc(/N=C/c3ccc(Cl)cc3)n[nH]2)cc1
 : 110	105	120	110	106	101	116	114	91
CC(=O)OCC1OC(n2ccc(=O)[nH]c2=O)CC1N=[N+]=[N-] (stereo unspecified)
 : 100	109	x	109	102	105	100	110	116
COc1ccc2c(=O)c(C(=O)O)c[nH]c2c1
 : 102	110	80	98	101	98	107	98	102
CN1CCCN(Cc2ccc(C(=O)Nc3cccc(Nc4ccc5c(O)cccc5n4)c3)cc2C(F)(F)F)CC1
 : -85*	38	57	-44*	-72*	-82*	-59*	-79*	-83*
S=C(SCc1ccc(Cl)cc1)N1CCN(C(=S)SCc2ccc(Cl)cc2)CC1
 : 97	96	100	83	106	98	103	96	90
CCOC(=O)c1ccc(NC(=S)NC(=O)c2ccc(NC(=O)C(C)C)cc2OC)cc1
 : 45	23	22	27	75	16	100	64	31
Brc1ccc(-c2cnc3nonc3n2)cc1
 : 97	80	100	43	94	68	110	81	66
O=C(O)c1cn(C2CC2)c2cc(N3CCN(C(=O)N4CCOCC4)CC3)c(F)cc2c1=O
 : 115	105	99	106	104	100	100	94	90
Clc1ccc(Cl)c(N=Cc2ccc3c(c2)OCO3)c1
 : 116	106	103	108	108	99	105	114	89
CC(=O)Oc1ccc(C2OC(c3ccc4ccccc4c3OC(C)=O)=NN2C(C)=O)c(OC(C)=O)c1 (stereo unspecified)
 : 6.0*	11	16	32	24	29	28	20	4.5*
C=CC(O)CCCCC (stereo unspecified)
 : 111	97	97	109	101	98	x	98	92
c1ccc2c(NCCc3c[nH]c4ccccc34)c3ccccc3nc2c1
 : 62	66	x	56	87	61	80	54	50
NS(=O)(=O)CCC1CCCCC1
 : 111	109	95	104	90	95	80	105	59
COc1ccc([N+](=O)[O-])c(C)c1
 : 112	100	103	104	109	105	106	111	100
COc1ccc(S(=O)(=O)N(C(C)=O)c2ccccc2/C=C/c2cc[n+]([O-])cc2)cc1
 : 3.5*	17	81	42	39	33	6.2*	24	-26*
O=C(N/N=C\c1ccc(O)c(S(=O)(=O)O)c1)N/N=C/c1ccc(O)c(S(=O)(=O)O)c1
 : 108	105	98	103	99	99	101	108	69
CCCCCCCCCCCCCCCCCBr
 : 106	104	95	111	95	106	100	103	98
CN(C)c1ccc(/C=N/NC(=O)COc2ncnc3sc4c(c23)CCCC4)cc1
 : 99	108	91	108	96	108	121	86	95
O=c1[nH]nc(-c2ccccc2)c2c(-c3ccccc3)onc12
 : 17	30	55	64	60	50	15	13	-22*
COc1cc(Cn2ccc3c2-c2oncc2CC3)cc(OC)c1
 : 7.4*	-14*	67	62	33	30	25	26	29
N#Cc1ccc2ccccc2c1
 : 106	106	98	109	115	99	97	106	82
FC(F)(F)c1cccc(COCCN2CCN(Cc3cccc(C(F)(F)F)c3)CC2)c1
 : 104	101	83	110	89	99	96	91	75
COc1ccc(S(=O)(=O)N(C)C)cc1N
 : 100	111	100	112	109	103	114	x	97

Full records, looked up by structure.
`FC(F)(F)c1cccc(COCCN2CCN(Cc3cccc(C(F)(F)F)c3)CC2)c1` is entered as NCI-H460 = 104; NCI/ADR-RES = 101; NCI-H226 = 83; OVCAR-4 = 110; NCI-H322M = 89; NCI-H23 = 99; SK-OV-3 = 96; IGROV1 = 91; NCI-H522 = 75
`O=C(N/N=C\c1ccc(O)c(S(=O)(=O)O)c1)N/N=C/c1ccc(O)c(S(=O)(=O)O)c1` is entered as NCI-H460 = 108; NCI/ADR-RES = 105; NCI-H226 = 98; OVCAR-4 = 103; NCI-H322M = 99; NCI-H23 = 99; SK-OV-3 = 101; IGROV1 = 108; NCI-H522 = 69

The listing picks up with the seven entries that preceded the break.
Every second line gives: NCI-H460	NCI/ADR-RES	NCI-H226	OVCAR-4	NCI-H322M	NCI-H23	SK-OV-3	IGROV1	NCI-H522
CCCCCCCCCCCCCCCCCBr
 : 106	104	95	111	95	106	100	103	98
CN(C)c1ccc(/C=N/NC(=O)COc2ncnc3sc4c(c23)CCCC4)cc1
 : 99	108	91	108	96	108	121	86	95
O=c1[nH]nc(-c2ccccc2)c2c(-c3ccccc3)onc12
 : 17	30	55	64	60	50	15	13	-22*
COc1cc(Cn2ccc3c2-c2oncc2CC3)cc(OC)c1
 : 7.4*	-14*	67	62	33	30	25	26	29
N#Cc1ccc2ccccc2c1
 : 106	106	98	109	115	99	97	106	82
FC(F)(F)c1cccc(COCCN2CCN(Cc3cccc(C(F)(F)F)c3)CC2)c1
 : 104	101	83	110	89	99	96	91	75
COc1ccc(S(=O)(=O)N(C)C)cc1N
 : 100	111	100	112	109	103	114	x	97
CC1(C)CSC(=S)N1
 : 110	101	108	102	110	95	112	116	96
COP(C)(=O)c1ccc(N(C)C)cc1 (stereo unspecified)
 : 108	106	104	95	117	97	118	x	103
CC[C@@H](C(=O)[C@@H](C)[C@@H](O)[C@H](C)[C@@H]1O[C@@H]([C@@H](CC)C(=O)OCC(F)(F)F)CC[C@@H]1C)C1O[C@]2(C=CC(=O)[C@]3(CC[C@@](C)([C@H]4CC[C@](O)(CC)[C@H](C)O4)O3)O2)[C@H](C)C[C@@H]1C (stereo partly specified)
 : 79	93	69	25	100	78	92	80	69
CC(=O)OCCNc1ccccc1
 : 102	98	92	104	96	89	105	103	99
ClCc1ccc(-c2ccc(Cn3cnc4nc(Cl)nc(Cl)c43)cc2)cc1
 : 14	25	29	47	57	24	73	21	-25*
CC(=O)Nc1ccc(/C=C/c2ccc([N+](=O)[O-])cc2)cc1
 : 101	112	x	99	107	102	122	115	75
CCOC(=O)c1sc(/N=C2\NC(=O)/C(=C/c3ccc(N4CCOCC4)cc3)S2)nc1C
 : 107	102	85	105	96	95	89	91	73
O=C(Nc1ccc(Cl)cc1)c1ccc(Cc2n[nH]c(=O)c3cccnc23)cc1
 : 102	101	92	91	x	96	105	96	82
COc1ccc(-n2nc(C(=O)Nc3ccc(C(F)(F)F)cc3)nc2-c2cc(OC)c(OC)c(OC)c2)cc1
 : 85	83	79	81	74	88	109	104	x
CCOC(=O)c1[nH]c(C)c([N+](=O)[O-])c1C
 : 107	107	97	93	92	102	93	94	75
COc1cc(C(=O)CCCl)ccc1O
 : 106	95	89	99	106	92	111	104	-24*
CC[C@]12CC(C(=O)OC)=C3Nc4ccccc4[C@@]34CCN(C14)[C@@H]1c3cc4c(cc3O[C@@H]1[C@H]2O)NC1=C(C(=O)OC)C[C@@]2(CC)C3N(CC[C@@]143)C[C@H]1O[C@H]12 (stereo partly specified)
 : 15	1.1*	19	33	29	10	28	16	2.0*
CC[N+](C)(CC)CCCC(C)Nc1ccnc2cc(Cl)ccc12 (stereo unspecified)
 : 102	112	96	112	97	102	111	110	108
COc1ccc(/C=N/c2cc(C(C)(C)C)nn2-c2ccccc2)cc1
 : 97	118	89	109	110	106	101	125	x
C/C(O)=C(/N=Nc1ccc(-c2nc3ccc(C)c(S(=O)(=O)O)c3s2)cc1)C(=O)Nc1ccccc1
 : 105	107	71	114	113	95	97	13	77
COc1cccc(N2CCC(=O)NC2=S)c1
 : 102	103	89	103	107	90	103	106	99
O=C(CSc1nc2ccccc2[nH]1)Nc1ccc(F)cc1
 : 96	94	95	79	79	90	90	86	87
CC(=O)OCC1OC(n2cnc3c(=O)[nH]cnc32)C(OC(C)=O)C1OC(C)=O (stereo unspecified)
 : 101&131	112&102	104&130	99&111	101&113	106&106	104&101	98&83	95&111
Cn1c(=O)c2[nH]c(C(O)C(O)C(O)C(O)CO)nc2n(C)c1=O (stereo unspecified)
 : 107	100	95	116	94	100	100	106	87
CCCCC(C#N)c1ccccn1 (stereo unspecified)
 : 103	96	96	75	99	99	100	102	98
Oc1[nH]c2ccccc2c1/C=c1/ccc2c(c1)N=C(c1ccc(F)cc1)N=2
 : 68	73	89	75	73	74	100	56	76
Cn1cc(-c2csc(-c3cn(CCCN4CCOCC4)c4ccccc34)n2)c2cccnc21
 : 89	91	76	98	96	88	102	99	68
CSc1ccc(SC2c3ccc(O)cc3Oc3nc(N)c(C#N)c(N)c32)cc1 (stereo unspecified)
 : 71	100	111	93	93	89	125	78	77
COc1ccc(NC(=O)C(C)=O)cc1
 : 113	109	102	114	117	98	115	112	100
